tim10-1 inh: inhibits growth of tim10-1 mutant yeast. AID 463190. inhibition, % at 20 µM. 2.2% of 330,000 active. S. cerevisiae tim10-1 ts strain growth, BacTiter-Glo, 24 h;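 active = inhibition of at least 40%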;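 note: mutant grown at 25 °C; 0% = DMSO wells with yeast and 100% = wells holding no yeast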
697 NFkB inh: inhibitors of the PMA/ionomycin-induced NF-kB reporter in 697 B cells; 697 B-cell NF-kB luciferase reporter, 16 h; inhibition, % at 4 µM; 0.33% of 330,000 active; AID 435022; in the data active = inhibition above about 35%
TIM10 inh: growth inhibitors of TIM10 yeast strain. 1.4% of 330,000 active. S. cerevisiae TIM10 strain growth, BacTiter-Glo luminescence, 24 h. AID 463195. inhibition, % at 10 µM;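 active = inhibition of 40% or more at the single tested concentration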;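 note: wild-type TIM10 isogenic control strain grown at permissive 25 °C; 0% = DMSO yeast wells and 100% = minimal medium wells without yeast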
Mdm2-MdmX inh: human Mdm2/MdmX binding inhibition | O15151+Q00987 | SaOS-2 split-luciferase Mdm2/MdmX complementation, luminescence | inhibition, % at 8 µM | 3% of 330,000 active | AID 485346;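 active = inhibition of at least 50% at 8 µM in the primary screen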
Target sequence (O15151 whole entry, looked up): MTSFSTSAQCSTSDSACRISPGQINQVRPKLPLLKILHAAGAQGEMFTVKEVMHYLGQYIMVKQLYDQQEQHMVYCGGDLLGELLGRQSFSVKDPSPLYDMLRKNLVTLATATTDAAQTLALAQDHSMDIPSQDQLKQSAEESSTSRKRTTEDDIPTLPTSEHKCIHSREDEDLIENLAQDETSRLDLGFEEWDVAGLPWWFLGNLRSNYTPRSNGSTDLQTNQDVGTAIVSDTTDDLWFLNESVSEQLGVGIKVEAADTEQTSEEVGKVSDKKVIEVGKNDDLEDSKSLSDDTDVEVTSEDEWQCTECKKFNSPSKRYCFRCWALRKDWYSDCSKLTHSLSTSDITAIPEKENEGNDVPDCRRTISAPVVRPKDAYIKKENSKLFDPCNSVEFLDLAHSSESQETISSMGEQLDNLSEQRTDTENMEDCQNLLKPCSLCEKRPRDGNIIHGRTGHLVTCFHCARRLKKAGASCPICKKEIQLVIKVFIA
Target sequence (Q00987 whole entry, looked up): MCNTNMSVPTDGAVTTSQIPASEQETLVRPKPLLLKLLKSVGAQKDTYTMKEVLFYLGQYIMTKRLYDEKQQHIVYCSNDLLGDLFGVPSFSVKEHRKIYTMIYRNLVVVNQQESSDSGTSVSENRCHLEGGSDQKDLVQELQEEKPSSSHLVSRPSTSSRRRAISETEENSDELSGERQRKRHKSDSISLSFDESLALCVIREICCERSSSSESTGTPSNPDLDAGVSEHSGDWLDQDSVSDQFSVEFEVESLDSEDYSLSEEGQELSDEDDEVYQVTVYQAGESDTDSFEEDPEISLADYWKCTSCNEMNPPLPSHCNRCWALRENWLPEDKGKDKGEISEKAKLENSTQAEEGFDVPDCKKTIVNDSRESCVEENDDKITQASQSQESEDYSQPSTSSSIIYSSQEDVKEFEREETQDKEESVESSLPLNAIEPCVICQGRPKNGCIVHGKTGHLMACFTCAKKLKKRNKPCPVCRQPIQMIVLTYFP
Jurkat NFkB inh: inhibitors of the PMA/ionomycin-induced NF-kB reporter in Jurkat cells; PMA/ionomycin-induced NF-kB luciferase reporter, luminescence; inhibition, % at 4 µM; 0.53% of 330,000 active; AID 435003; in the data active = inhibition above about 50%
UPR XBP1 act: adaptive UPR (XBP1) activation; CHO-XBP1 luciferase reporter, IRE1-XBP1 UPR activation, luminescence; percent of tunicamycin response, DMSO as zero; activation, % at 20 µM; 0.33% of 330,000 active;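 active = versus positive control, 20 µM dose yields 30% or more activation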;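 note: 100% = tunicamycin at 10 µg/mL and 0% = DMSO only wells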
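incubation = overnight seeding at 37 °C, 6 h compound treatment at 37 °C | assay system = CHO-XBP1 cells stably carrying IRE1-XBP1-driven luciferase reporter | input = 1000 cells per well | detection = luciferase luminescence | dosing = single point, 20 µM final compound, 1% DMSO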
UPR CHOP act: activators of apoptotic arm of unfolded protein response (CHOP); AID 449763; CHO-CHOP luciferase reporter, UPR activation, luminescence; percent of tunicamycin response over DMSO baseline; 0.34% of 330,000 active; activation, % at 10 µM;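 active = at 10 µM dose, activation of 40% or more, normalized to positive control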;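 note: 100% = tunicamycin at 10 µg/mL and 0% = DMSO alone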
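Test system: CHO CHOP reporter cells. Input: 500 CHO-CHOP cells per well. Medium: F12 with 10% FBS. Technique: luciferase luminescence. Measure: percent activation relative to tunicamycin control. Dosing: 10 µM compound, 0.5% DMSO. Timing: 16-18 h cell attachment, then 6 h compound exposure, 37 °C.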
tim23-1 inh: tim23-1 yeast growth inhibition | AID 463212 | S. cerevisiae tim23-1 growth, BacTiter-Glo luminescence, 24 h | 1.3% of 330,000 active | inhibition, % at 20 µM;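 active = growth inhibition of the mutant yeast at or above 50%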;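 note: temperature-sensitive mutant grown at 25 °C; plate controls were DMSO-treated mutant yeast for no effect and medium wells lacking yeast for full effect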
Numbers without * were called inactive.

SMILES | tim10-1 inh | 697 NFkB inh | TIM10 inh | Mdm2-MdmX inh | Jurkat NFkB inh | UPR XBP1 act | UPR CHOP act | tim23-1 inh
Cc1cccc(C)c1N/C=C/c1onc(C)c1[N+](=O)[O-] | 1.7 | 14.4 | -7.5 | 9.2 | -12.2 | 5.7 | -2.1 | 1.5
CN(C)c1ccc(C(c2nnnn2C(C)(C)C)N2CCN(C(=O)c3ccco3)CC2)cc1 (stereo not drawn) | 15.3 | 14.2 | 10.3 | 19.3 | -0.8 | 0.2 | -1.4 | 11.5
Cc1nc2ccccn2c1C(=O)C(=O)Nc1cc(F)ccc1F | 3.4 | -8.0 | -13.5 | 12.6 | -11.2 | -0.3 | -0.2 | 4.7
O=C1CC(N2CCN(Cc3ccc4c(c3)OCO4)CC2)C(=O)N1c1ccccc1 (stereo not drawn) | -3.1 | -3.6 | -4.0 | -2.7 | -2.8 | -0.3 | -1.6 | 8.6
CC1CC(C)CN(C(=O)c2ccc(NC(=O)c3ccc(=O)[nH]c3)cc2)C1 (stereo not drawn) | 2.4 | 4.4 | -12.1 | 16.9 | 4.4 | 2.8 | -0.2 | -2.4
CCOC(=O)N1CCC(N2C(=O)c3ccc(C(=O)Nc4cccc(OC)c4)cc3C2=O)CC1 | -22.2 | -15.1 | 0.7 | 30.9 | 8.3 | 1.1 | 0.0 | 5.1
C[C@H](CO)N1C[C@H](C)[C@@H](CN(C)C(=O)Nc2ccc(C(F)(F)F)cc2)Oc2c(NS(=O)(=O)c3cccs3)cccc2C1=O | 7.3 | -5.1 | 5.4 | 21.7 | 5.2 | -1.1 | 5.1 | 0.3
Cn1cnnc1SCC(=O)c1ccc2c(c1)OCO2 | 4.7 | -27.6 | 0.5 | -8.0 | -10.7 | -2.7 | -1.6 | 8.3
CN(C)/C=C1\N=C(c2cccnc2Oc2ccc(Cl)cc2)OC1=O | 3.4 | 18.2 | -4.0 | 33.8 | 4.0 | -1.5 | -0.8 | 2.9
Cc1cc(C)nc(NS(=O)(=O)c2ccc(NC(=O)c3ccc4c(c3)OCCO4)cc2)n1 | 3.0 | 7.1 | -6.8 | 12.6 | 4.0 | -0.4 | 1.5 | 1.9
COCCCn1cnnc1SCC(=O)Nc1ccc(S(=O)(=O)N2CCCC2)cc1 | -8.6 | 16.9 | -22.6 | 6.1 | 2.8 | -2.8 | 1.3 | 1.4
COc1ccc(/C=C(\C#N)C(=O)OCC(=O)NCc2ccc(Cl)cc2)cc1 | -3.3 | 10.2 | 7.5 | 4.0 | 1.7 | -4.7 | -1.6 | 6.4
COC(=O)c1c(C)oc2ccc(N(C(=O)c3ccncc3)S(=O)(=O)c3ccc(C)cc3)cc12 | 24.1 | -42.6 | 15.8 | 55.6* | 42.1 | 16.1 | -0.6 | 38.8
Nc1cccc(C(=O)OCC(=O)c2ccccc2)c1 | 18.6 | -56.8 | 1.7 | -20.2 | -51.2 | -5.4 | 0.9 | 3.8
CCOC(=O)c1ccc(N=c2scc(C)n2CC)cc1 | 42.9* | -114.0 | 9.9 | -57.3 | -102.4 | 2.2 | 2.8 | 32.7
CCOC(=O)CN1C(=O)C(O)(C2CCc3ccccc3C2=O)c2ccccc21 (stereo not drawn) | 9.8 | 22.0 | -9.8 | 4.3 | 8.0 | 1.0 | -0.7 | 13.3
CCc1ccc(C(=O)COC(=O)CNC(=O)CNS(=O)(=O)c2ccccc2)cc1 | -7.0 | -24.0 | -4.2 | -11.5 | 1.7 | -1.6 | -1.5 | 0.2
CC(C)(CNC(=O)c1ccc([N+](=O)[O-])c(Cl)c1)CNC(=O)c1ccc([N+](=O)[O-])c(Cl)c1 | -10.7 | 6.4 | -61.0 | 38.3 | -0.9 | -8.7 | 4.2 | -8.2
CCCn1nnnc1NCc1ccc(N(CC)CC)cc1 | -3.4 | -1.4 | -6.8 | 8.3 | -8.8 | 1.7 | 4.8 | -4.1
CCOCCOC(=O)c1[nH]c2c(c1C)C(=O)CC(c1ccc(N(C)C)cc1)C2 (stereo not drawn) | 32.1 | 0.1 | 3.2 | -8.5 | 11.4 | -0.5 | 0.5 | 32.8

2 records drawn at random from those above, as already listed:
SMILES | tim10-1 inh | 697 NFkB inh | TIM10 inh | Mdm2-MdmX inh | Jurkat NFkB inh | UPR XBP1 act | UPR CHOP act | tim23-1 inh
Cc1nc2ccccn2c1C(=O)C(=O)Nc1cc(F)ccc1F | 3.4 | -8.0 | -13.5 | 12.6 | -11.2 | -0.3 | -0.2 | 4.7
COC(=O)c1c(C)oc2ccc(N(C(=O)c3ccncc3)S(=O)(=O)c3ccc(C)cc3)cc12 | 24.1 | -42.6 | 15.8 | 55.6* | 42.1 | 16.1 | -0.6 | 38.8

New compounds follow.
SMILES | tim10-1 inh | 697 NFkB inh | TIM10 inh | Mdm2-MdmX inh | Jurkat NFkB inh | UPR XBP1 act | UPR CHOP act | tim23-1 inh
CCC(C(=O)O)n1c(C(F)(F)F)nc2ccccc21 (stereo not drawn) | 5.4 | 31.5 | -1.2 | 3.9 | 4.3 | -0.3 | -0.8 | 11.8
C/C(=N/NC(=O)c1cccs1)c1c(C)[nH]n(-c2nc3ccccc3s2)c1=O | 37.5 | -79.4 | 11.3 | 3.5 | -23.2 | -0.1 | -2.1 | 10.9
CCOc1ccccc1C(=O)N/N=C/c1c[nH]c2ccccc12 | 14.3 | -3.4 | 11.1 | 14.5 | -0.1 | 1.1 | 1.4 | 2.2
O=C(c1cc2ccccc2o1)N(Cc1nnc(-c2ccccc2Cl)o1)C1CC1 | -3.2 | -15.9 | -20.6 | 14.0 | -12.6 | -3.0 | 5.0 | 27.3
COc1ccc(N2CC(C(=O)N/N=C/c3cccs3)CC2=O)cc1 (stereo not drawn) | 20.2 | -2.7 | -3.9 | -9.5 | -13.5 | 0.5 | -1.4 | 9.0
Nc1ccc(-c2nnc(-c3ccc(-c4ccccc4)cc3)o2)cc1 | 45.9* | -94.1 | 24.8 | -83.5 | -94.9 | 5.0 | 5.6 | 0.6
O=c1[nH]c2ccccc2c(=O)n1CCCO | 8.4 | 10.8 | -6.7 | 14.2 | -1.2 | -0.7 | -1.5 | -6.2
CCC(C)Sc1ccc([C@@H]2[C@H]3C(=O)N(CC)C(=O)[C@H]3[C@]3(C(=O)OC)CCCN23)cc1OC (stereo partly drawn) | 3.2 | 10.1 | 7.9 | 1.1 | 0.1 | 0.0 | -1.2 | 8.6
COC(=O)c1cc(Br)ccc1NC(=O)Nc1ccc(C)cc1 | 27.6 | -19.0 | 22.4 | -32.8 | -14.5 | 0.1 | 5.8 | 4.8
NCCOc1ccc(C23CC4CC(CC(C4)C2)C3)cc1 | 26.1 | -26.4 | -13.1 | 29.9 | -51.4 | 97.1* | 14.1 | 65.6*
O=C(CCCn1cnc([N+](=O)[O-])n1)Nc1ccc(F)c(Cl)c1 | -1.1 | 14.4 | -5.0 | -4.0 | 9.8 | -0.3 | -0.5 | 15.2
Cc1cc(C)nc(SC(C)C(=O)Nc2ccc(S(N)(=O)=O)cc2)n1 (stereo not drawn) | -0.3 | 8.1 | -8.1 | 6.5 | 18.2 | -2.8 | -1.2 | 6.6
COc1cccc(NC(=O)Cc2ccc3ccccc3c2)c1 | 10.7 | -3.4 | 3.1 | 30.0 | -12.1 | -3.0 | 1.6 | 24.9
N#Cc1c(Cl)nc(-c2ccncc2)nc1-c1ccccc1 | 11.6 | -4.3 | -3.1 | -10.6 | -15.4 | 4.3 | -1.1 | -0.4
CSc1nc(O)c(N=Nc2ccc(F)cc2F)c(=O)[nH]1 | 39.9 | 18.7 | 6.9 | 13.4 | -5.3 | -10.0 | -0.7 | 39.8
CCc1nnc(NC(=O)CCC(=O)NC2CC2)s1 | 12.9 | 14.2 | -0.6 | 8.0 | 1.1 | -3.9 | 2.6 | 7.6
Cc1c(Cl)cccc1NC(=S)N=Nc1c(O)n(CN2CCOCC2)c2ccccc12 | 59.0* | -1.1 | 53.2* | 81.9* | -3.6 | 7.0 | 14.2 | 39.9
CCCCCN(C(=O)CCC(=O)OCc1cccc(Br)c1)c1c(N)n(CCCC)c(=O)[nH]c1=O | 3.7 | 35.2* | -3.8 | 17.8 | 11.9 | -3.0 | -1.2 | -3.4
COC(=O)Cc1cc(=O)[nH]c(/N=C(\N)Nc2ccc(C)cc2)n1 | 5.6 | 19.0 | -6.9 | -2.4 | 5.5 | -4.4 | -0.1 | 9.4
O=C(Nc1ccccc1C(=O)O)c1cc(S(=O)(=O)Nc2cccc(F)c2)ccc1Cl | 0.8 | 11.9 | 5.0 | -24.1 | 0.8 | -3.2 | 0.4 | -1.2
CC#CCN1c2ccccc2[C@]23C[C@@H](C(=O)OC)N(C(=O)OCC)C2=NC(C(=O)OC)=C(C(=O)OC)[C@H]13 | 3.4 | 27.9 | 0.2 | -11.2 | 3.0 | -0.4 | 1.1 | 1.4
CCOC(=O)COc1c(-c2ccc(OC)cc2)oc2ccccc2c1=O | 33.0 | -18.2 | 28.5 | -25.9 | -6.2 | 2.0 | -1.9 | 34.3
Cc1sc2ncnc(N3CCC(C(=O)Nc4sc5c(c4C(N)=O)CCC(C)C5)CC3)c2c1C (stereo not drawn) | 18.6 | -33.6 | 18.7 | 62.1* | 11.6 | 1.2 | 9.8 | 1.6
O=C(NCCNc1nccc(C(F)(F)F)n1)c1cccs1 | -13.6 | 5.5 | -8.2 | -22.5 | -2.5 | -2.6 | -2.3 | 2.4
CCOC(=O)c1c(N)sc(-c2ccccc2)c1C | 25.6 | -33.2 | 26.4 | -26.7 | -20.5 | 6.0 | 0.6 | 34.8
CCc1ccc([C@@H]2CC=C(C(=O)O)[C@H](c3ccc(Cl)cc3)N2S(=O)(=O)c2ccc(C)cc2)cc1 | 21.6 | 29.3 | -2.9 | 3.0 | -1.3 | -0.2 | 1.4 | -19.5
O=C(Cn1cncn1)N/N=C/c1ccc(Cl)cc1 | -10.7 | 8.4 | -18.1 | 11.5 | 4.0 | -1.6 | 1.8 | -2.6
CC(C)(C)C(=O)NNC(=O)c1cc(C(C)(C)C)nn1Cc1ccccc1 | -0.6 | -13.4 | 11.9 | 6.7 | 3.8 | 1.2 | 2.9 | 9.2
O=C(O)c1ccc(/C=N/n2c(C3CCCCC3)n[nH]c2=S)cc1 | -5.5 | 4.6 | 8.3 | -17.8 | -1.0 | 0.1 | 1.0 | -9.9
Cc1cc(S(=O)(=O)N(Cc2ccccc2)Cc2ccc(N(C)C)cc2)ccc1-n1cnnn1 | 16.2 | 5.9 | 7.2 | 18.2 | 21.9 | 1.4 | -1.7 | 13.1
CC1(C)Cc2ccccc2C(=NCC(=O)O)N1 | 0.8 | 12.8 | 4.9 | 19.5 | -3.7 | -2.4 | -0.9 | -9.2

Structures above that have fluorine, in the order listed:
SMILES | tim10-1 inh | 697 NFkB inh | TIM10 inh | Mdm2-MdmX inh | Jurkat NFkB inh | UPR XBP1 act | UPR CHOP act | tim23-1 inh
Cc1nc2ccccn2c1C(=O)C(=O)Nc1cc(F)ccc1F | 3.4 | -8.0 | -13.5 | 12.6 | -11.2 | -0.3 | -0.2 | 4.7
C[C@H](CO)N1C[C@H](C)[C@@H](CN(C)C(=O)Nc2ccc(C(F)(F)F)cc2)Oc2c(NS(=O)(=O)c3cccs3)cccc2C1=O | 7.3 | -5.1 | 5.4 | 21.7 | 5.2 | -1.1 | 5.1 | 0.3
CCC(C(=O)O)n1c(C(F)(F)F)nc2ccccc21 (stereo not drawn) | 5.4 | 31.5 | -1.2 | 3.9 | 4.3 | -0.3 | -0.8 | 11.8
O=C(CCCn1cnc([N+](=O)[O-])n1)Nc1ccc(F)c(Cl)c1 | -1.1 | 14.4 | -5.0 | -4.0 | 9.8 | -0.3 | -0.5 | 15.2
CSc1nc(O)c(N=Nc2ccc(F)cc2F)c(=O)[nH]1 | 39.9 | 18.7 | 6.9 | 13.4 | -5.3 | -10.0 | -0.7 | 39.8
O=C(Nc1ccccc1C(=O)O)c1cc(S(=O)(=O)Nc2cccc(F)c2)ccc1Cl | 0.8 | 11.9 | 5.0 | -24.1 | 0.8 | -3.2 | 0.4 | -1.2
O=C(NCCNc1nccc(C(F)(F)F)n1)c1cccs1 | -13.6 | 5.5 | -8.2 | -22.5 | -2.5 | -2.6 | -2.3 | 2.4

High-throughput results (PubChem)
